High-throughput results as filed in PubChem.
HT1080 IDH1KD tx – HT-1080 IDH1 knockdown cell toxicity (counter line) | HT-1080 IDH1 knockdown viability, ATP luminescence, 48 h | Potency, µM (top dose mostly 46.1 µM), inactives show top-dose activity, negative = toxicity, most hits filed as cytotoxic | 360,000 compounds, 2% hits | AID 686971;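 also: potency is read from the fitted curve at half-maximal effect; 0% = DMSO wells and -100% = cell-free medium wells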
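% activity derives from luminescence (CellTiter-Glo), normalised to DMSO and no-cell wells. HT-1080-IDH1KD cells, 750/well, had 48 h compound exposure at 37 °C.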
KB-V1 MDR tox – kills drug-selected multidrug resistant KB-V1 cells | AID 1347076 | Potency, µM (titrated, usually from 46.1 µM), for the others: top-dose activity change, negative = cytotoxicity, hits mostly cytotoxic | KB-V1 MDR cells viability, CellTiter-Glo, 72 h | 400,000 compounds, 3.4% hits; also: potency is read from the fitted curve at half-maximal effect; % is scaled to controls: 0 for no effect and ±100 for the full control effect; nearly all actives have a fitted effect of over 60% in size
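Following 72 h at 37 degrees C with compound, KB-V1 cell viability was read by CellTiter-Glo luminescence, medium being phenol-red-free DMEM plus 10% FBS; concentration-response parameters came from normalized, curve-fitted qHTS data.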
SW480 rereplic – inducers of DNA re-replication in SW480 colon cancer cells | SW480 DNA re-replication, Hoechst DNA content imaging, 48 h | Potency, µM (titrated, usually from 46.1 µM), for inactives: at the top dose re-replication activation, most hits filed as activators | 340,000 compounds, 1.8% hits; also: potency is read from the fitted curve at half-maximal effect; % of control where 0% means no effect; nearly all actives have a fitted effect of over 55% in size
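SW480 cells exposed to compounds for 48 hr at 37 C, 5% CO2, then Hoechst-stained 40 min. Nuclear DNA content imaged by fluorescence scanning (405 nm excitation, 500-530 nm emission); re-replication scored as increased high-intensity nuclei.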
KB-3-1 cytotox – KB-3-1 parental cell cytotoxicity; Potency, µM (top dose mostly 46.1 µM), without a hit: at the highest dose activity change, negative = cytotoxic, actives largely listed as cytotoxic; KB-3-1 viability, CellTiter-Glo ATP luminescence, 72 h; 400,000 compounds, 1.4% hits; also: potency is read from the fitted curve at half-maximal effect; % is scaled to controls: 0 for no effect and ±100 for the full control effect; nearly all actives have a fitted effect of over 60% in size
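Cytotoxicity measured as CellTiter-Glo luminescence after 72 h at 37 C. Compound titrations were pinned onto drug-naive KB-3-1 parental adenocarcinoma cells grown in DMEM with 10% FBS, and normalized data fitted to concentration-response curves.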
IL1B secr inh – blocks inflammasome-driven IL-1 beta release; THP-1 LPS/ATP IL-1B secretion, AlphaLISA, 16 h; hits give low values; activity change, % at 57.5 µM; 360,000 compounds, 4.7% hits; in the data active = activity change below about -50%; inconclusive = mostly about -30% to -49%; also: % is scaled to controls: 0 for no effect and ±100 for the full control effect
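THP-1 cells pretreated 1 hr with compounds (up to 57.5 uM final), then stimulated with LPS (250 ng/mL final) plus ATP (1.25 mM final); secreted IL-1B measured by AlphaLISA after 16 hr, decreased signal indicating inhibition.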
MCF10A rereplic – inducers of DNA re-replication in MCF 10A breast cells. AID 624296. 350,000 compounds, 2.9% hits. Potency, µM (series often up to 46.1 µM), inactives show at the highest dose activity, positive = re-replication, hits mostly activators. MCF 10A DNA re-replication, Hoechst nuclear intensity, 48 h; also: potency is read from the fitted curve at half-maximal effect; % of control where 0% means no effect; nearly all actives have a fitted effect of over 50% in size
HT1080-NT tox – kills 2HG-producing HT-1080-NT fibrosarcoma cells; AID 686970; 360,000 compounds, 1.6% hits; Potency, µM (doses to about 46.1 µM), for the others: at the top dose activity, negative = less viability, hits mostly cytotoxic; HT-1080-NT fibrosarcoma viability, CellTiter-Glo ATP luminescence, 48 h;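 also: NT is the 2HG producing partner of a matched IDH1 knockdown line; potency is read from the fitted curve at half-maximal effect; 0% = DMSO-treated cells and -100% = media-only wells without cells; nearly all actives have a fitted effect of over 55% in size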
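Compounds were tested in concentration-response format on HT-1080-NT cells for 48 hours at 37 degrees C. Cell viability came from CellTiter-Glo luminescence; curves were classified by r2, response magnitude and activity.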
GLP1R cytotox – cytotoxic in the GLP-1 receptor inverse agonist counter-screen | HEK293 cAMP-luciferase reporter cells, luminescence, 24 h | Potency, µM (top dose mostly 38.3 µM), for inactives: at the top dose activity change, negative = inhibition, usual class: inhibitors | 410,000 compounds, 0.13% hits | AID 624418;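 also: loss of luciferase light is scored as toxicity; potency is read from the fitted curve at half-maximal effect; % is scaled to controls: 0 for no effect and ±100 for the full control effect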
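MLSMR compounds, 24 hr on cells at 37 deg C/5% CO2; luminescence after luciferase reagent (12 min RT). Inhibition counted as the undesired cytotoxic outcome.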
DRD3 agonist – activates the human D3 dopamine receptor. P35462. D3R DiscoveRx beta-arrestin cells, luminescence, 90 min. max activation, %. 410,000 compounds, 0.58% hits. AID 652048; in the data active = max activation above about 30%; also: 0% is about no effect; mostly tested at two doses, the higher about 12 µM
Target sequence (P35462 whole entry, looked up): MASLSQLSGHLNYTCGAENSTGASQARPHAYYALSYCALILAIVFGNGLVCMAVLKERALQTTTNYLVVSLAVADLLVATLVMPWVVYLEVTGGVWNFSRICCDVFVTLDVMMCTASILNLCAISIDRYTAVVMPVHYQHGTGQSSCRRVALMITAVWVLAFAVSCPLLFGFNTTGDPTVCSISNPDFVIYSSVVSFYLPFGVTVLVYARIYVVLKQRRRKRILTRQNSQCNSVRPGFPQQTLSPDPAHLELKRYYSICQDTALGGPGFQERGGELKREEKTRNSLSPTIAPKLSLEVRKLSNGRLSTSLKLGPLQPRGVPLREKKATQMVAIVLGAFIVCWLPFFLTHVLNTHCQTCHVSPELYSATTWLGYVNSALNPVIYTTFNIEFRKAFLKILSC
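Cells at 1500/well, incubated overnight, then treated with pinned compounds (dopamine as control) for 90 min at 37 degrees C. DiscoveRx reagent added for 30 - 60 minutes at room temperature; luminescence read.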
Active calls of the source: *; u = inconclusive; x = not tested or not shown; [ ] = another dose, or the depositor's remark. Unless noted, calls follow the shape of the dose curve; as a rule, active = well fitted curve in the direction sought with a large enough effect; inconclusive = small, poorly fitted or top-dose-only effect, or another doubt; inactive = no such curve, though single readings can be large; an effect the other way counts as inactive or inconclusive.

1	COc1ccc(CC(=O)N2CCN(c3cccc(Cl)c3)CC2)cc1OC
2	CCN(C(=O)CSc1n[nH]c(-c2ccc(OC)cc2)n1)c1c(N)n(Cc2ccccc2)c(=O)[nH]c1=O
3	Nc1cc(N2CCCCCC2)c2nonc2c1[N+](=O)[O-]
4	Cn1c(=O)c2[nH]c(COc3ccccc3)nc2n(C)c1=O
5	O=C(C1CCCO1)N1CCN(Cc2nc3ccccc3c(=O)[nH]2)CC1 (stereo not drawn)
6	Cn1ncc(Br)c1C(=O)N1CCOCC1
7	CN(Cc1ccccc1)C(=O)c1oc(=O)c2ccccc2c1-c1ccccc1
8	CC1(C2CC2)NC(=O)N(CC(=O)Nc2ccc(SC(F)F)cc2)C1=O (stereo not drawn)
assay / entry	1	2	3	4	5	6	7	8
HT1080 IDH1KD tx	-3%	-5%	-3%	1%	0%	-3%	-20%	-11%
KB-V1 MDR tox	0%	-3%	8.2µM*	-3%	0%	1%	8.2µM*	8%
SW480 rereplic	-4%	2%	-32%[inhibitor]	0%	1%	-3%	u	-3%
KB-3-1 cytotox	4%	1%	12µM*	-27%	4%	-1%	5%	6%
IL1B secr inh	29	36	36	-28	26	24	1	-11
MCF10A rereplic	0%	-1%	8%	u	11%	-7%	u	-6%
HT1080-NT tox	-9%	1%	-3%	-4%	3%	7%	-13%	-13%
GLP1R cytotox	-18%	7%	-6%	5%	3%	0%	0%	0%
DRD3 agonist	1	6	5	-17	8	3	0	-1

9	O=c1c2c(nc3nc(NCc4ccc(Cl)cc4)[nH]n13)CCC2
10	COc1ccccc1N1CCN(c2ncnc3sc(C)c(-c4ccccc4)c23)CC1
11	Cc1cccc(C)c1NC(=O)CN(C)C(=O)c1ccc2nc[nH]c2c1
12	CCC(=O)NC(c1ccco1)c1cc(Cl)c2cccnc2c1OC (stereo not drawn)
13	CCNC(=S)SCCOc1ccccc1C
14	CN(NC(=O)C(C)(C)C)c1nc(-c2ccccc2)nnc1C(F)(F)F
15	Cc1ccc(-c2nn(-c3ccc(F)cc3F)c3c2cnc2ccc(F)cc23)cc1
16	CCOC(=O)N1CCN(S(=O)(=O)c2ccc3c(c2)CC(C)N3C(C)=O)CC1 (stereo not drawn)
assay / entry	9	10	11	12	13	14	15	16
HT1080 IDH1KD tx	-2%	u	-1%	x	-3%	-2%	x	-5%
KB-V1 MDR tox	-13%	-24%	9%	5%	1%	-8%	9%	-3%
SW480 rereplic	-10%	-8%	-5%	-16%[9.22 µM]	15%	2%	x	-44%
KB-3-1 cytotox	12%	u	11%	2%	3%	4%	9%	-24%
IL1B secr inh	-1	40	6	x	0	15	x	13
MCF10A rereplic	12%	u	2%	13%	37%	0%	x	-3%
HT1080-NT tox	-14%	u	2%	x	-9%	2%	x	-1%
GLP1R cytotox	-2%	-2%	13%	x	5%	-2%	0%	-6%
DRD3 agonist	-4	51*	7	x	-1	0	3	5

9 structures already listed, ordered by molecular weight, descending:
10	COc1ccccc1N1CCN(c2ncnc3sc(C)c(-c4ccccc4)c23)CC1
16	CCOC(=O)N1CCN(S(=O)(=O)c2ccc3c(c2)CC(C)N3C(C)=O)CC1 (stereo not drawn)
15	Cc1ccc(-c2nn(-c3ccc(F)cc3F)c3c2cnc2ccc(F)cc23)cc1
8	CC1(C2CC2)NC(=O)N(CC(=O)Nc2ccc(SC(F)F)cc2)C1=O (stereo not drawn)
12	CCC(=O)NC(c1ccco1)c1cc(Cl)c2cccnc2c1OC (stereo not drawn)
5	O=C(C1CCCO1)N1CCN(Cc2nc3ccccc3c(=O)[nH]2)CC1 (stereo not drawn)
11	Cc1cccc(C)c1NC(=O)CN(C)C(=O)c1ccc2nc[nH]c2c1
9	O=c1c2c(nc3nc(NCc4ccc(Cl)cc4)[nH]n13)CCC2
13	CCNC(=S)SCCOc1ccccc1C
assay / entry	10	16	15	8	12	5	11	9	13
HT1080 IDH1KD tx	u	-5%	x	-11%	x	0%	-1%	-2%	-3%
KB-V1 MDR tox	-24%	-3%	9%	8%	5%	0%	9%	-13%	1%
SW480 rereplic	-8%	-44%	x	-3%	-16%[9.22 µM]	1%	-5%	-10%	15%
KB-3-1 cytotox	u	-24%	9%	6%	2%	4%	11%	12%	3%
IL1B secr inh	40	13	x	-11	x	26	6	-1	0
MCF10A rereplic	u	-3%	x	-6%	13%	11%	2%	12%	37%
HT1080-NT tox	u	-1%	x	-13%	x	3%	2%	-14%	-9%
GLP1R cytotox	-2%	-6%	0%	0%	x	3%	13%	-2%	5%
DRD3 agonist	51*	5	3	-1	x	8	7	-4	-1

(listing goes on)
17	CC(C)C(C)(C#N)NC(=O)CSc1nc(C2CCCCC2)n(-c2ccccc2)n1 (stereo not drawn)
18	FC(F)(F)c1cc(-c2cccs2)nc2ncnn12
19	COC(C[C@H](O)C[C@H](O)[C@@H](C)OCc1ccccc1)OC
20	COc1cc2c(cc1OC)-c1cc(Nc3ccccc3)nc(=O)n1CC2
21	CSc1nc2ccc(NC(=O)c3cccs3)cc2s1
22	O=C(N/N=C/c1ccc2c(c1)OCO2)c1ccc2c(c1)OCO2
23	COc1ccc(Cc2nnc(NN)[nH]c2=O)cc1OC
24	CSCC[C@H](NC(=O)[C@H]1CC[C@H](CNC(=O)[C@@H](N)Cc2ccccc2)CC1)C(=O)O
assay / entry	17	18	19	20	21	22	23	24
HT1080 IDH1KD tx	-3%	8%	12%	-2%	-22%	u	0%	16%
KB-V1 MDR tox	0%	1%	0%	13%	x	-12%	u	30%
SW480 rereplic	6%	-1%	-52%[inhibitor][9.22 µM]	-16%	1%	-7%	-2%	-4%
KB-3-1 cytotox	-1%	u	4%	-14%	x	6%	17%	2%
IL1B secr inh	0	-12	5	-13	-25	-14	16	13
MCF10A rereplic	28%	1%	10%	-1%	u	4%	-7%	u
HT1080-NT tox	-1%	25%	21%	-16%	0%	u	-3%	18%
GLP1R cytotox	-3%	6%	5%	-7%	-21%	-12%	-6%	4%
DRD3 agonist	-7	-2	13	-6	-16	-3	9	2

25	COc1ccc(C2CC(c3ccccc3)n3nnnc3N2)cc1 (stereo not drawn)
26	CCCCCN1C(C(=O)c2ccccc2)=C(NC(=O)c2ccc(C)cc2)c2ccccc2S1(=O)=O
27	COCCCn1c(=O)c2sccc2n2c(CCCC(=O)N(C)Cc3ccco3)nnc12
28	O=C(CNC(=O)c1cccc(Cl)c1)NCCCSc1ccccc1
29	COc1ccc(C(C)=O)cc1Cn1c(C)c(C(=O)NCc2cccc(Cl)c2)sc1=O
30	CCCCC[C@@H](C)N1C[C@@H](COCc2ccccc2)Oc2cc(N3CC[C@H](O)C3)ccc2S1(=O)=O
31	CC(C)N1CCC(N2CCN(Cc3nc4ccccc4s3)CC2CCO)CC1 (stereo not drawn)
32	CC(C)NC(=O)[C@]1(C)CCC[C@@]2(C)C3CC[C@@]4(C)C[C@]3(CCC21)CC4=O (stereo partly drawn)
assay / entry	25	26	27	28	29	30	31	32
HT1080 IDH1KD tx	-5%	x	2%	3%	-2%	u	4%	0%
KB-V1 MDR tox	1%	-21%	9%	-2%	u	-1%	0%	2%
SW480 rereplic	-5%	x	-13%	-2%	x	x	-3%	u
KB-3-1 cytotox	1%	u	u	-1%	3%	u	0%	1%
IL1B secr inh	-15	x	0	1	-24	-3	26	17
MCF10A rereplic	0%	x	-13%	5%	x	x	-3%	u
HT1080-NT tox	-9%	x	-1%	2%	-25%	u	3%	2%
GLP1R cytotox	11%	17%	-3%	-18%	-5%	-2%	-12%	-20%
DRD3 agonist	-6	-2	4	-1	1	5	0	1

33	COC(=O)C1C(=O)C(C(=O)/C=C/c2ccccc2)C(=O)CC1(C)C (stereo not drawn)
34	O=C(Nc1cccc(-c2ccc(N3CCOCC3)nn2)c1)c1ccccc1
35	CCC(C)(C)n1nnnc1C(c1cc2cc(C)cc(C)c2[nH]c1=O)N1CCCC1 (stereo not drawn)
36	CCCC(=O)Nc1ccc(NC(=O)c2ccccn2)cn1
37	COc1ccc(NC(=O)COC(=O)C2CC2)cc1S(=O)(=O)N1CCCCC1
38	O=C1c2ccccc2S(=O)(=O)N1Cc1cc(=O)n2ccsc2n1
39	CCOCCN1CCN(C2c3ccccc3CSc3ccccc32)CC1 (stereo not drawn)
40	CCC(C)NC(=S)NNC(=O)c1ccc(C(C)(C)C)cc1 (stereo not drawn)
assay / entry	33	34	35	36	37	38	39	40
HT1080 IDH1KD tx	u	0%	-17%	-10%	-8%	1%	u	6%
KB-V1 MDR tox	0%	u	1%	17%	u	19%	u	-8%
SW480 rereplic	u	-127%[inhibitor]	22%	-3%	-1%	-2%	2%	-1%[9.22 µM]
KB-3-1 cytotox	-33%	-14%	11%	2%	10%	10%	1%	-3%
IL1B secr inh	-24	-21	-51*	-9	u	15	-74*	-16
MCF10A rereplic	u	18%	u	-1%	0%	-3%	-2%	21%
HT1080-NT tox	u	9%	-2%	-2%	0%	6%	u	0%
GLP1R cytotox	-2%	-7%	1%	-5%	2%	-5%	u	-20%
DRD3 agonist	-10	7	-10	2	5	-5	-34	-3
